# Source: PubChem
# HCT116 PTEN-null – growth suppressors of cells with PTEN tumor suppressor deletion; AID 827; 140,000 tested, 1.2% active; HCT116 PTEN-null viability, CellTiter-Glo, 60 h; stronger effect = lower value; viability, % at 10 µM;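 active means viability at or below a set limit, 4 SD under the median of all tested compounds, cut at about 3.7% in these data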;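 further: PTEN knockout HCT116 line with beta catenin targeted HCT116 as companion control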
# E-sel TNF inh – blocks E-selectin expression induced by TNF alpha; HUVEC TNFa-induced E-selectin immunofluorescence, high content; inhibition, % at 2 µM; 120,000 tested, 0.71% active;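 active means inhibition above the batch mean plus 3 SD, and confirmed as a hit on visual image review, cut at about 43% in these data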;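 further: 0% = TNF-stimulated DMSO wells and 100% = unstimulated control wells; not every result past the cut was called active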
# MRP1 act – activators of MRP-1 | H69AR cells + doxorubicin, viability rescue, CellTiter-Glo | 140,000 tested, 0.61% active | viability increase, % at 10 µM;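 active means viability gain under doxorubicin at or above a set limit, the compound median plus 3 SD, cut at about 4.7% in these data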;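 further: MRP-1 overexpressing cells given doxorubicin 25 µM after compound pretreatment; 18-22 h compound pretreatment then 72 h with doxorubicin before readout; 0% = doxorubicin-only wells and 100% = vehicle-treated cells without doxorubicin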
# BB579 growth dn – yeast BB579 growth reduction in restrictive medium. inhibition, % at 10 µM. S. cerevisiae BB579 growth, OD615, 48 h. 140,000 tested, 0.51% active;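 active means inhibition above a set limit, 3 SD over the mean compound inhibition, cut at about 44% in these data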; further: inactives centre near -24
#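 Test system: S. cerevisiae DeaD strain BB579 yeast; Medium: restrictive CSMM-D medium; Compound: one dose, 10 µM compound with 0.25% DMSO; Incubation: 4 h cell preincubation, 48 h compound exposure, 30 °C humidified; Signal: OD at 615 nm; Benchmarks: amphotericin B at 10 µg/mL as positive control.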
# Yeast life ext – extends the lifespan of yeast; AID 775; S. cerevisiae growth with nicotinamide, OD615; deaD strain in restrictive glucose medium; 130,000 tested, 0.68% active; inhibition of the nicotinamide effect, % at 10 µM;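 active means inhibition above a set limit, placed 3 SD over the median of all compounds, cut at about 26% in these data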;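 further: 0% = nicotinamide-treated wells and 100% = cells grown without nicotinamide; some compounds called inactive have numbers as strong as hits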
#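 Assay system: DeaD-strain S. cerevisiae. Medium: CSMM-D glucose medium, restrictive. Reagent: nicotinamide, 1.5 mM, co-present with compound. Compound: 10 µM single point, 0.25% DMSO. Schedule: culture preincubation 4 h, compound exposure 48 h, both 30 °C. Detection: absorbance at 615 nm.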
# bCat KO growth – beta-catenin-lacking colon tumor cell growth suppression; HCT116 beta-catenin knockout viability, CellTiter-Glo, 60 h; stronger effect = lower value; viability, % at 10 µM; 140,000 tested, 1.5% active;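 active means viability at or under a set limit, the compound median less 4 SD, cut at about 6% in these data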;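 further: 0% = Hyamine 1622 control at 20 µM and 100% = untreated cell control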
# GALR2 antag – blocks the human galanin receptor 2; O43603; GALR2-expressing cells, antagonist mode; inhibition, % at 4 µM; 140,000 tested, 0.39% active; AID 828; in the data active means inhibition above about 27%;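 further: cells stimulated with galanin 1-16 at roughly its EC80; 0% = agonist challenge control and 100% = basal control without agonist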
# Target sequence (O43603 whole entry, looked up): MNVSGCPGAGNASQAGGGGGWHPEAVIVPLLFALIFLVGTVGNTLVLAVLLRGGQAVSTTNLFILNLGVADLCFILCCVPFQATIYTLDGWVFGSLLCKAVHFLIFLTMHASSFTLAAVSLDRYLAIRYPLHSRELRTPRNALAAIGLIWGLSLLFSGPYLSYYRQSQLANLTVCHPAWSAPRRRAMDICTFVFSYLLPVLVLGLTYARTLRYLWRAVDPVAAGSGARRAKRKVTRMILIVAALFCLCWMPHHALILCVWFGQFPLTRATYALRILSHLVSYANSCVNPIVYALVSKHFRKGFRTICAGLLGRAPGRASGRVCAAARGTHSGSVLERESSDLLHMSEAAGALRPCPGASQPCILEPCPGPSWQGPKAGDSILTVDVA
# Phagocytosis inh – inhibitors of macrophage phagocytosis; J774A.1 macrophage IgG-bead phagocytosis, imaging; inhibition, % at 5 µM; 110,000 tested, 0.07% active;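 active means inhibition above the mean of the plate negative controls plus 5 SD, cut at about 13% in these data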;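 further: phagocytic index as fraction of beads internalized from green versus red external bead signal; plate controls were DMSO negative control for no effect and cytochalasin-D positive control for full effect; some results beyond the cut were filed as inactive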
# NPY-Y2 antag – blocks the human neuropeptide Y Y2 receptor | 140,000 tested, 0.99% active | NPY-Y2 expressing cells, antagonist mode | inhibition, % at 2.7 µM; in the data active means inhibition above about 17%;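 further: 0% = vehicle with agonist challenge and 100% = reference antagonist with challenge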
# Target sequence (P49146 whole entry, looked up): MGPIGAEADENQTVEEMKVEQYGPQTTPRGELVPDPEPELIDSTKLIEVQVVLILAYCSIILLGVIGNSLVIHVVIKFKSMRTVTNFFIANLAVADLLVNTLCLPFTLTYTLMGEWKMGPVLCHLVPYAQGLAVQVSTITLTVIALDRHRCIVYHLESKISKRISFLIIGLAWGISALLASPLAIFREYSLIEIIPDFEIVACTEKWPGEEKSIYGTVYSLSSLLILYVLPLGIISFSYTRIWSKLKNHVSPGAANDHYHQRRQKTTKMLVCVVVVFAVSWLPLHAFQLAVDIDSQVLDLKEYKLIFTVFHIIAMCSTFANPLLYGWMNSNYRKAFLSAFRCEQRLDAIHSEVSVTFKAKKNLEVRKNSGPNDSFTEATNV
# Measles CPE – protection of cells from measles virus; Measles virus-infected cells, CPE protection, absorbance; protection (pct of control), % at 4 µM; 140,000 tested, 1.5% active; in the data active means protection mostly above about 24%, no sharp cut-off; inactive means mostly below about 26%; further: some compounds called inactive have numbers as strong as hits
# Numbers without * were called inactive; nt = no result given.
SMILES,HCT116 PTEN-null,E-sel TNF inh,MRP1 act,BB579 growth dn,Yeast life ext,bCat KO growth,GALR2 antag,Phagocytosis inh,NPY-Y2 antag,Measles CPE
COc1ccc(OCCC(=O)OCC(=O)NCc2ccco2)cc1,109.5,-23.3,-0.5,-56.9,-7.4,99.7,6.2,0.5,2.4,24.3
COc1ccc(C(=O)C/C(=C\C(=O)c2ccc(C)cc2)c2ccccc2)cc1,9.2,-13.0,-2.7,-23.0,33.2*,8.3,-6.8,nt,6.0,0.1
CCN(CC)S(=O)(=O)c1ccc(NS(=O)(=O)c2ccc(OC)c([N+](=O)[O-])c2)cc1,86.4,nt,-2.9,-18.2,-1.0,85.1,2.9,-3.6,-0.6,4.2
CCOc1cccc(NC(=O)c2ccc(S(=O)(=O)N(C)C)cc2)c1,91.2,-18.9,-3.6,-22.5,-4.7,87.6,12.9,-1.1,0.6,7.8
CCN(CC)C(=S)NC(=O)c1ccc(Cl)cc1Cl,104.3,-6.1,-0.3,-40.7,12.5,84.1,-14.0,-0.7,0.4,19.1
O=S1(=O)N=C(Nc2ccc(N3CCOCC3)cc2)c2ccccc21,100.3,-8.7,-2.0,-42.7,-6.3,104.7,-2.1,nt,1.0,11.1
O=C1CC(c2ccccc2)Sc2ccccc2N1 (centres undefined),110.3,nt,-0.8,1.7,-15.8,94.5,3.1,-1.5,7.5,3.3
CCS(=O)(=O)c1ccc(C(=O)Nc2ccccc2)c(Cl)c1Cl,93.8,nt,1.8,-32.1,9.8,93.3,22.7,nt,0.2,89.2*
COc1ccc(C2C(C(=O)Nc3ccccc3OC)=C(C)Nc3nnnn32)c(OC)c1 (centres undefined),90.6,29.8,-2.5,-3.7,-2.5,91.0,-8.0,-1.3,-1.9,12.8
Cc1ccc(-c2noc(-c3ccccc3C(=O)N3CCOCC3)n2)cc1,101.3,-2.0,-0.5,-27.8,-6.8,91.8,8.1,-1.4,-0.8,21.4
CCOc1cc(/C=N/NC(=O)COc2ccc(C)cc2)ccc1OC(=O)c1cccs1,88.4,nt,-3.7,-4.3,-21.1,97.9,-14.2,nt,0.1,15.5
Cc1ccccc1Cn1nc(C)c(NC(=O)/C=C/c2cnn(C)c2C)c1C,81.4,-11.3,-2.3,-55.4,-0.6,82.0,11.0,-1.3,3.4,12.7
O=C(CN1CCC(NC(=O)c2cccc(F)c2)CC1)NCc1ccccc1F,97.1,nt,-4.0,7.4,3.2,98.8,2.0,-0.6,-3.0,18.0
CCN(CC)S(=O)(=O)c1ccc(NC2c3ncccc3C(=O)N2Cc2ccccc2)cc1 (centres undefined),87.2,nt,-3.6,-51.3,2.8,87.8,-2.8,nt,6.7,10.4
C/C(=N\NC(=O)CSc1nnc(C)s1)c1ccc(O)cc1,100.2,-19.4,-1.2,-9.2,-5.3,90.8,-6.5,1.3,2.2,16.5
CCCCNC(=S)N(C)/N=C/c1ccccc1F,92.4,-5.1,0.8,-58.8,-6.3,95.4,1.8,-0.7,10.3,32.9
Cc1c(C(N)=O)c(N)c(C(=O)c2ccccc2)n1-c1ccccc1,88.9,-5.5,-0.6,0.7,-7.7,88.2,5.5,-0.1,-0.1,8.4
CC1(c2cccs2)CC(c2cccs2)=C(C#N)C(=O)N1 (centres undefined),98.8,10.7,-1.9,-59.6,-3.9,111.6,7.6,0.4,1.1,4.0
CCC(C)C(NC(=O)C1CCC(C)CC1)C(=O)Nc1cc(OC)ccc1OC (centres undefined),83.4,-50.9,-1.3,-77.7,-0.4,85.3,5.8,-1.0,5.1,11.5
O=C(COCc1nc2ccccc2c(=O)[nH]1)NCC1CCCCC1,91.6,15.7,-0.3,-28.2,nt,90.9,1.6,nt,3.6,5.8
Cc1cccc(OCCSCc2nc3ccccc3[nH]2)c1,76.4,0.9,-4.1,-21.0,-16.0,80.2,1.6,0.6,2.1,9.4
COc1ccccc1NC(=O)Nc1cc(NC(=O)Nc2ccccc2OC)c(C)nc1C,56.5,nt,-3.9,-15.1,-0.2,55.6,-1.7,-3.6,-1.3,7.5
COc1ccc(Cl)cc1NC(=O)CCCN1C(=O)CCC1=O,88.8,21.3,-1.7,-45.1,-1.3,85.6,-10.9,-0.9,3.7,6.9
CCOC(=O)Cc1nnc(Nc2ccc(C)cc2C)c2ccccc12,105.6,nt,0.5,-73.0,4.1,95.2,-0.9,-6.1,3.7,16.2
CC(C)C12CN3CC(C(C)C)(CN(C1)C3c1ccccc1)C2O (centres undefined),94.4,-1.6,-0.6,-16.4,-7.2,96.2,2.1,1.1,3.9,9.9

# Some of these compounds in order of their number in E-sel TNF inh, largest number first.
compound | E-sel TNF inh | BB579 growth dn | Yeast life ext | GALR2 antag | Phagocytosis inh | NPY-Y2 antag | Measles CPE
COc1ccc(Cl)cc1NC(=O)CCCN1C(=O)CCC1=O | 21.3 | -45.1 | -1.3 | -10.9 | -0.9 | 3.7 | 6.9
CC1(c2cccs2)CC(c2cccs2)=C(C#N)C(=O)N1 (centres undefined) | 10.7 | -59.6 | -3.9 | 7.6 | 0.4 | 1.1 | 4.0
CCCCNC(=S)N(C)/N=C/c1ccccc1F | -5.1 | -58.8 | -6.3 | 1.8 | -0.7 | 10.3 | 32.9

# Entries of single compounds from above. Screens in order: HCT116 PTEN-null, E-sel TNF inh, MRP1 act, BB579 growth dn, Yeast life ext, bCat KO growth, GALR2 antag, Phagocytosis inh, NPY-Y2 antag, Measles CPE
# Cc1ccc(-c2noc(-c3ccccc3C(=O)N3CCOCC3)n2)cc1 across the screens: 101.3, -2.0, -0.5, -27.8, -6.8, 91.8, 8.1, -1.4, -0.8, 21.4
# O=C(COCc1nc2ccccc2c(=O)[nH]1)NCC1CCCCC1 across the screens: 91.6, 15.7, -0.3, -28.2, nt, 90.9, 1.6, nt, 3.6, 5.8
# CC(C)C12CN3CC(C(C)C)(CN(C1)C3c1ccccc1)C2O (centres undefined) across the screens: 94.4, -1.6, -0.6, -16.4, -7.2, 96.2, 2.1, 1.1, 3.9, 9.9
# COc1ccc(Cl)cc1NC(=O)CCCN1C(=O)CCC1=O across the screens: 88.8, 21.3, -1.7, -45.1, -1.3, 85.6, -10.9, -0.9, 3.7, 6.9
# O=C1CC(c2ccccc2)Sc2ccccc2N1 (centres undefined) across the screens: 110.3, nt, -0.8, 1.7, -15.8, 94.5, 3.1, -1.5, 7.5, 3.3

# The list continues:
SMILES,HCT116 PTEN-null,E-sel TNF inh,MRP1 act,BB579 growth dn,Yeast life ext,bCat KO growth,GALR2 antag,Phagocytosis inh,NPY-Y2 antag,Measles CPE
O=C(OCC(=O)N1CCCCC1)c1c[nH]c(=O)[nH]c1=O,96.1,-18.6,-0.6,10.0,-7.5,95.3,0.8,-1.4,9.3,5.1
Cc1ccc(C(=O)N/C(=C/c2ccc(F)cc2)C(=O)NCc2ccncc2)cc1,94.2,nt,-1.1,2.6,2.4,92.0,-2.8,-5.2,2.9,42.4
COc1ccc(C(C)C)cc1S(=O)(=O)Nc1ccc(Cl)cn1,91.9,4.5,-2.2,-32.4,-13.9,106.9,0.3,-0.4,2.3,5.0
Cc1ccc(C(c2c(C)nn(-c3ccccc3)c2N)c2c(C)nn(-c3ccccc3)c2N)cc1,75.0,-7.7,-2.7,-28.1,10.0,82.2,7.8,-6.2,7.6,6.7
O=C(O)C(=O)/C(=C\c1ccccc1)c1ccc2ccccc2n1,90.9,90.6*,-3.1,-21.8,-2.9,91.7,4.9,-1.1,4.7,12.6
O=C(NNc1cccc(Cl)n1)Nc1cccc(C(F)(F)F)c1,78.7,nt,-4.1,-26.6,0.1,79.4,17.4,-1.2,0.3,9.3
COCCCNS(=O)(=O)c1ccc2c(c1)OCCO2,93.5,-33.6,-1.0,-26.2,-3.7,99.3,8.3,-0.3,1.1,6.5
O=c1c2c3c(sc2nc2n1CCCCC2)CCC3,96.3,0.3,-4.1,-32.9,-6.1,89.4,0.6,4.2,1.3,4.2
Cn1c(SCC(=O)c2ccccc2)nnc1C1CC1,95.2,16.2,-1.4,-0.8,-5.6,102.0,-2.0,-0.1,4.3,3.3
Cc1nc2ccc(S(=O)(=O)Nc3ccccc3C)cc2s1,56.3,-0.5,-5.2,-13.8,1.1,56.2,0.5,-0.3,-0.7,5.5
O=C1/C(=C/c2cccnc2)Oc2cc(OS(=O)(=O)c3ccc(F)cc3)ccc21,87.9,10.6,-1.2,-62.0,0.3,81.2,5.3,0.6,-1.0,20.4
COc1ccccc1N1CCN(C(=O)CSc2nc(-c3ccccc3)cc(=O)[nH]2)CC1,91.7,-20.5,-1.6,-28.4,-3.3,96.0,0.8,nt,7.6,15.0
CNC(=S)NNC(=O)c1sccc1OCc1ccc(C)cc1,91.9,-5.5,-3.9,4.4,1.8,105.4,-0.5,2.4,0.5,6.1
COc1ccccc1NC(=O)Nc1ccc2c(c1)nnn2C,87.1,-5.3,-2.3,-47.6,-4.5,103.5,5.9,1.5,2.8,12.7
COC(=O)c1ccc(NC(=S)N2CCC(C(N)=O)CC2)cc1,94.6,9.4,-0.3,-16.4,5.9,92.3,3.3,-6.0,1.9,8.2
COc1cccc(Cn2nnc(C(=O)Nc3cc(C)ccc3OC)c2N)c1,80.3,nt,-1.3,-2.7,-4.3,89.4,4.2,0.5,-1.8,7.0
O=C(Oc1cccc(N2C(=O)CCC2=O)c1)C1CC(=O)N(c2ccc(F)cc2)C1 (centres undefined),98.5,-53.5,-1.1,-0.6,-4.1,88.6,4.1,-0.3,1.6,6.9
Cc1ccc(SCCNC(=O)c2ccccc2)cc1,88.7,-9.8,-2.0,14.7,-26.7,76.8,-1.1,nt,2.5,5.9
Cc1ccccc1CSCCNC(=O)COc1ccc(Cl)cc1,91.6,-0.3,0.4,-13.2,-6.7,96.6,5.3,-11.1,9.7,10.8
COc1cccc(N2C(=O)CC(N3CCN(C(=O)c4ccco4)CC3)C2=O)c1 (centres undefined),88.8,-2.6,-1.9,-14.7,-8.0,97.8,-3.1,0.8,4.9,73.5*
O=C(c1cc(Cl)ccc1Cl)N1CCN(c2ccccn2)CC1,92.3,-4.5,0.0,-7.1,-6.2,95.9,-6.3,2.3,-1.3,8.5
O=C(Nc1cccnc1)c1cn(-c2ccccc2)nc1-c1cccs1,34.2,-1.3,-2.1,-24.9,-12.4,32.4,8.9,-1.1,0.9,2.5
Cc1ccc(CNC(=O)CSc2nc3ccccc3c3nc(C)nn23)cc1,87.0,nt,-0.1,-71.5,-6.5,99.8,8.1,-0.4,4.6,28.6
